# Tb PFK block – qHTS Assay to Find Inhibitors of T. brucei phosphofructokinase | Potency, µM (titrated, usually from 57.5 µM), for the others: at the highest dose activity, negative = inhibition, hits mostly inhibitors | AID 485367, 2010 | 0.17% of 330,000 active | T. brucei PFK, ADP-Glo luminescence | ATP-dependent 6-phosphofructokinase (Trypanosoma brucei brucei), O15648;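 note: potency is the fitted concentration of half-maximal effect; 0% = uninhibited 1x PFK enzyme wells and -100% = no-enzyme wells; nearly all actives have a fitted effect of over 60% in size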
#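 Activity is normalized to no-enzyme wells (full inhibition) and 1.25 nM enzyme wells (no inhibition). Reaction: 0.5 mM F6P, 0.1 mM ATP, 45 min RT, ADP-Glo luminescence; concentration-response curves fitted and classed by quality.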
# RORg inh – qHTS for inhibitors of ROR gamma transcriptional activity; 5.4% of 310,000 active; Nuclear receptor ROR-gamma (Mus musculus), P51450; AID 2551, 2010; Drosophila S2 Gal4-RORgamma UAS-luciferase reporter, 20 h; Potency, µM (highest dose often 53.6 µM), for the others: at the top dose activity change, negative = inhibition, actives largely listed as inhibitors; note: potency is the fitted concentration of half-maximal effect; % is set by controls: 0 for no effect and ±100 for the full control effect; nearly all actives have a fitted effect of over 60% in size
#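 Stably transfected Drosophila Schneider cells are the test system, with ROR gamma fused to Gal4 and luciferase under UAS control; luminescence is read after 20 hr of 700 uM copper sulfate induction at ambient temperature.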
# VP16 counter – VP16 counterscreen qHTS for inhibitors of ROR gamma transcriptional activity | Potency, µM (highest dose often 53.6 µM), for the others: at the highest dose activity, negative = inhibition, usual class: inhibitors | 3.5% of 310,000 active | AID 2546, 2010 | Drosophila S2 Gal4-VP16 UAS-luciferase, luminescence, 20 h;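 note: Gal4-VP16 expression switched on by copper sulfate through the metallothionein promoter; potency is the fitted concentration of half-maximal effect; % is set by controls: 0 for no effect and ±100 for the full control effect; nearly all actives have a fitted effect of over 50% in size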
# FLuc modulator – qHTS profiling assay for firefly luciferase inhibitor/activator using purifed enzyme and Km concentrations of substrates (counterscreen for miR-21 project); 6.9% of 360,000 active; AID 588342, 2011; Potency, µM (titrated, usually from 57.5 µM), without a hit: at the top dose activity change, negative = inhibition, usual class: inhibitors; purified FLuc, Km substrates, luminescence inhibition; Luciferin 4-monooxygenase (Photinus pyralis), P08659;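 note: potency is the fitted concentration of half-maximal effect; plate controls were vehicle for no effect and reference inhibitor for full effect; nearly all actives have a fitted effect of over 55% in size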
#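 Biochemical qHTS of compounds, final roughly 60 µM downward over six points, against 10 nM purified firefly luciferase using Km concentrations of substrates (10 uM D-luciferin, 10 uM ATP) in Tris acetate pH 7.5 buffer; luminescence output.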
# NPC1 promoter act – qHTS Assay for NPC1 Promoter Activators; Potency, µM (titrated, usually from 9.22 µM), for inactives: at the highest dose activation, actives largely listed as activators; Huh7 NPC1 promoter luciferase reporter, 24 h; AID 485313, 2010; 2.4% of 320,000 active;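 note: potency is the fitted concentration of half-maximal effect; % of control where 0% means no effect; nearly all actives have a fitted effect of over 60% in size; reporter is driven by a mutant NPC1 promoter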
#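 Luciferase expression driven by the NPC1 promoter was measured in stably transfected Huh7 cells after a 24 h compound incubation, using a luciferase reagent and a luminescence read.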
# ELG1 repair inh – qHTS screen for small molecules that inhibit ELG1-dependent DNA repair in human embryonic kidney (HEK293T) cells expressing luciferase-tagged ELG1 | Potency, µM (titrated, usually from 46.1 µM), for the others: top-dose activity change, negative = inhibition, usual class: inhibitors | 2.3% of 330,000 active | HEK293T ELG1-luciferase reporter, luminescence, 16 h; DNA damage induced by 5-fluorouridine; note: potency is the fitted concentration of half-maximal effect; % is set by controls: 0 for no effect and ±100 for the full control effect; nearly all actives have a fitted effect of over 55% in size
#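 DMSO vehicle served as the neutral condition. Each well held 2,000 cells given 5-fluorouridine plus compound; after 16 hr at 37 °C/5% CO2, ONE-Glo was added and luciferase measured 30 min later.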
# p53 reactivator – qHTS assay for re-activators of p53 using a Luc reporter | H1299 p53-A138V BP100-luciferase reporter, luminescence, 24 h | 0.063% of 320,000 active | Potency, µM (top dose mostly 92.2 µM), for inactives: at the highest dose activity change, positive = activation, usual class: activators | AID 504706, 2011; note: potency is the fitted concentration of half-maximal effect; % of control where 0% means no effect; nearly all actives have a fitted effect of over 45% in size
#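 H1299 (p53-null), stable ts p53-A138V + BP100-Luc; 1000 cells/well, Opti-MEM/10% FBS; cpd 4 pt, 1:5; 24 h, 37 deg C, 5% CO2; detection reagent 10 min RT; luminescence.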
# Rab9 prom act – qHTS Assay for Rab9 Promoter Activators; Huh7 Rab9 promoter-luciferase reporter, luminescence, 24 h; Potency, µM (top dose mostly 9.22 µM), without a hit: at the highest dose activation, negative = inhibition, hits mostly activators; 2.8% of 320,000 active; note: potency is the fitted concentration of half-maximal effect; % of control where 0% means no effect; nearly all actives have a fitted effect of over 60% in size
#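 Luminescence from Amplite-detected luciferase (10 minutes, ambient) reports Rab9 promoter activation. Before that, stable Rab9-luciferase Huh7 cells (1500/well, reduced-serum OP-MEM I plus 10% FBS) were exposed to compound for 24 hours at 37C.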
# TRPV1 agonist – HTS Assay for Compounds that Act as Agonists of the Vanilloid Receptor 1; TRPV1-expressing cells, Fluo-8 calcium influx, agonist mode; 0.19% of 320,000 active; activation, % at 8.33 µM; AID 540275, 2011; in the data active = activation above about 80%; inconclusive = between about 30% and that limit; note: 0% is about no effect
# Target sequence (Q8NER1 whole entry, looked up): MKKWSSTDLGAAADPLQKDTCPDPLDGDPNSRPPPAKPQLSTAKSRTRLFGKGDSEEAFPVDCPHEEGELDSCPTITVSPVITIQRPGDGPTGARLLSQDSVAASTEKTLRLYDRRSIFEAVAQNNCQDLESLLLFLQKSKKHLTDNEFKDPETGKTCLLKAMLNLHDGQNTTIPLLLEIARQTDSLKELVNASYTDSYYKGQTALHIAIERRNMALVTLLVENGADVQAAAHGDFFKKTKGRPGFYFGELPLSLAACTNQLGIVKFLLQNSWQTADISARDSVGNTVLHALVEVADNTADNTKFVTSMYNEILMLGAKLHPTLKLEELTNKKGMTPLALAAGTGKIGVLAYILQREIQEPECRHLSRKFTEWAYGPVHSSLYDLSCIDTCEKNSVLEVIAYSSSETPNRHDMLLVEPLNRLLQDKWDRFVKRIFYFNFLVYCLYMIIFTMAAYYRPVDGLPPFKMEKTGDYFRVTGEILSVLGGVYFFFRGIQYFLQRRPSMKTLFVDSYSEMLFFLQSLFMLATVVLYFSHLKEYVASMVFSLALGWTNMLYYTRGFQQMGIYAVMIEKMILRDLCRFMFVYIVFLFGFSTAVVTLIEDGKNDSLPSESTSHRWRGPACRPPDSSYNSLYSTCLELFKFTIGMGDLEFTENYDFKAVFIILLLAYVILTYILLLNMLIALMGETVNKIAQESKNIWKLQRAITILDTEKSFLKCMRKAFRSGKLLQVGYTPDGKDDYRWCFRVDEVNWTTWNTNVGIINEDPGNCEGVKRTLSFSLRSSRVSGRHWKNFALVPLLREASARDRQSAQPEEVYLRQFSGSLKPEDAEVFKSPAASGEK
#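 TRPV1-expressing cells were cultured overnight at 35.5C and loaded with Fluo-8 calcium dye for 40 to 90 min at room temperature. After a 10 s baseline, compound was added and calcium influx was read kinetically for 3 min (ex 480/em 520 nm).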
# BRCA1 expr act – qHTS Assay to Identify Small Molecule Activators of BRCA1 Expression; 1.1% of 380,000 active; Potency, µM (titrated, usually from 46.1 µM), without a hit: top-dose activation, actives largely listed as activators; MCF7-BRCA1-FFLuc reporter, luminescence, 48 h; response scale: scaled: vehicle 0%, 10 µM genistein 100%; note: potency is the fitted concentration of half-maximal effect; nearly all actives have a fitted effect of over 80% in size; some results filed as inactive show a strong effect at the top dose
#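 Cells: MCF7-BRCA1-FFLuc, 2000/well. Exposure: 48 h, 37 °C, 5% CO2. Read: luminescence, 15 min post-substrate. Controls: genistein 10 microM (maximal activation), DMSO (neutral).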
# ELG1 genotoxic – qHTS screen for small molecules that induce genotoxicity in human embryonic kidney (HEK293T) cells expressing luciferase-tagged ELG1; HEK293T ELG1-luciferase reporter, luminescence, 16 h; Potency, µM (series often up to 46 µM), inactives show top-dose activity change, positive = activation, usual class: activators; 1.3% of 330,000 active; note: potency is the fitted concentration of half-maximal effect; % of control where 0% means no effect; nearly all actives have a fitted effect of over 60% in size
#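 Cells (2,000/well) expressing the ELG1-luciferase fusion are dosed by pin tool and kept 16 hr at 37 °C, 5% CO2. Signal comes from ONE-Glo luciferase reagent after 30 min at room temperature.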
# * = called active by the depositor; ? = inconclusive; nt = not tested or not shown; [ ] = another dose, or the depositor's remark. Unless noted, calls come from the whole dose curve; as a rule, active = well fitted curve in the direction sought with a large enough effect; inconclusive = small, poorly fitted or top-dose-only effect, or another doubt; inactive = no such curve, though single readings can be large; an effect the other way counts as inactive or inconclusive.
molecule	TRPV1 agonist	NPC1 promoter act	ELG1 genotoxic	BRCA1 expr act	RORg inh	Rab9 prom act	FLuc modulator	VP16 counter	Tb PFK block	ELG1 repair inh	p53 reactivator
O=C(Nc1cccc(S(=O)(=O)N2CCCC2)c1)c1cncc(Br)c1	nt	nt	-3.5%	-9.1%	nt	nt	nt	nt	5.7%	?	-4.6%
Cc1cc2ncc(-c3cccs3)nc2cc1C	8.1	0.891µM*	?	41.2%	10µM*	3.98µM*	0.338µM*	?	-7.7%	?	nt
O=S(=O)(NCc1ccccc1)c1ccc(S(=O)(=O)NCC2CCCO2)cc1 (centres undefined)	1.2	-2.8%	-1.5%	-9.6%	18.5%	-3.3%	1.1%	-4.7%	-4.3%	5.9%	0.9%
COC(=O)N1C(=O)[C@](c2ccccc2)(C(C)C)N1C(=O)OC	-1.8	0.8%	1.5%	-30.5%	-45.0%	-4.5%	-8.7%	?	-1.9%	-1.5%	8.2%
CCN(C(=O)Cn1c(=O)n(Cc2ccccc2)c(=O)c2ccccc21)c1cccc(C)c1	12.9	5.5%	-5.1%	0.0%	-0.2%	8.1%	-1.5%	-0.3%	1.7%	-5.9%	2.3%
COC(=O)C1OC2(OC1C(=O)OC)c1ccccc1-c1ccccc12 (centres undefined)	-2.4	1.2%	4.4%	-24.8%	-2.6%	5.7%	4.0%	-3.5%	1.8%	-6.4%	-4.6%
Oc1ccc(-n2cccc2/C=N/n2cnnc2)cc1	1.4	-0.3%	0.4%	-22.4%	-1.9%	-2.8%	2.1%	-4.4%	-0.6%	3.1%	1.6%
Cc1cccc(NC(=O)c2ccc(S(=O)(=O)N3CCCCCC3)cc2)n1	?	18.8%	-1.8%	19.0%	nt	1.8%	-28.4%	nt	2.2%	?	13.7%
COc1ccc(-c2csc(NC(=O)c3ccccc3S(C)(=O)=O)n2)cc1	2.3	-0.2%	-10.3%	10.2%	14.3%	6.2%	?	-8.9%	9.0%	?	-3.7%
O=C1c2[nH]nc(-c3ccccc3O)c2C(c2ccccc2)N1Cc1ccco1 (centres undefined)	1.7	1.7%	-1.7%	-45.2%	?	-2.8%	0.4%	?	0.0%	-9.5%	-7.4%
Cc1ccsc1C(=O)OCC(=O)N1CCN(C(=O)c2ccco2)CC1	-0.5	-1.1%	9.4%	20.9%	4.8%	17.6%	-8.2%	?	-2.2%	?	-0.5%
CCc1ccc(N2C(=O)C3ON(c4ccccc4)C(c4ccco4)C3C2=O)cc1 (centres undefined)	10.0	1.7%	0.9%	0.4%	0.1%	8.4%	4.4%	1.7%	4.2%	-18.6%	12.2%
CC1CC(C)CN(S(=O)(=O)c2cc3c4c(c2)CCN4C(=O)CC3)C1 (centres undefined)	-0.7	-4.6%	14.2%	-21.8%	nt	-3.1%	-0.1%	nt	0.0%	26.7%	-1.8%
O=C(c1cccc2ccccc12)N1CCCCC1	-1.8	1.9%	1.8%	15.5%	nt	0.1%	5.9%	nt	-1.8%	29.8%	nt
Cc1cc(C)cc(OCC(=O)NC2=NCCS2)c1	1.2	0.8%	-0.4%	4.8%	1.9%	13.0%	0.5%	14.4%	-5.8%	?	1.7%
COCCn1c(=O)[nH]c2cc(C(=O)NCCN3CCN(c4cccc(Cl)c4)CC3)ccc2c1=O	-0.4	-11.8%	-10.0%	-58.0%	-1.4%	-9.9%	1.8%	-4.6%	-7.5%	20.6µM*	-7.8%
CCCNC(=S)N(Cc1cc2cc(C)ccc2n2nnnc12)CC(C)(C)CN(C)C	17.2	-9.3%	-8.6%	-18.9%	nt	5.9%	8.6%	nt	3.8%	-1.1%	nt
CCN(CC)C(=O)Cn1c(=O)c2ccccc2n2c(=S)sc(-c3cccc(C)c3)c12	-0.3	-2.2%	-0.9%	1.8%	-15.1%	-3.7%	2.5%	-17.7%	-2.0%	5.3%	5.1%
CCOC(=O)/C(C#N)=C\c1ccc(OCC(=O)Nc2ccc(C)cc2C)c(OC)c1	nt	1.7%	-0.8%	-9.9%	-5.4%	-1.2%	0.0%	-4.0%	-2.4%	-2.9%	-4.4%
CSc1nc2sc3c(c2c2nnnn12)CCC3	-0.7	-0.2%	1.8%	nt	10.9%	-5.9%	4.1%	3.7%	1.8%	-0.1%	-3.4%
CC(=O)CSc1nsc(SCC(C)=O)c1C#N	-4.4	1.1%	-1.5%	-29.6%	?	13.7%	-7.7%	?	-2.3%	-3.3%	?
CC1(c2cccc(Br)c2)NC(=O)N(CC(=O)Nc2cccnc2Cl)C1=O (centres undefined)	0.6	0.4%	7.0%	-0.9%	-16.6%	4.2%	2.4%	-2.0%	2.3%	9.2%	3.0%
CSc1ccc(C2=CC(=O)C[C@H](c3ccc4c(c3)OCO4)C2)cc1	?	-5.3%	2.0%	19.6%	nt	-4.6%	1.3%	nt	0.7%	-1.8%	-3.4%
O=C(O)C1C2C=CC(C2)C1C(=O)Nc1cccc(C(F)(F)F)c1 (centres undefined)	1.3	-8.7%	1.5%	-1.9%	-11.7%	0.2%	-1.7%	-0.7%	-4.4%	2.1%	?
COc1ccccc1C(=O)COC(=O)c1cc(S(=O)(=O)N2CCCCC2)ccc1N1CCOCC1	-1.7	1.8%	-8.3%	-55.0%	nt	-1.1%	7.5%	nt	1.1%	?	-0.5%
Cc1ccc(C(=O)N(CC(C)C)c2nc3ccccc3s2)o1	4.5	8.2%	-5.8%	-36.4%	14.8%	12.2%	?	-0.6%	0.7%	-1.5%	-2.1%
CCCN1C(=O)c2ccc(C(=O)Nc3ccccc3C(=O)O)cc2C1=O	-8.0	?	9.8%	-11.0%	-36.1%	21.6%	3.79µM*	-15.9%	7.9%	?	21.4%
COCCN(C(=O)COC(=O)c1ccccc1Oc1ccccc1)c1c(N)n(Cc2ccccc2)c(=O)[nH]c1=O	-3.5	1.2%	1.7%	-14.8%	24.0%	1.3%	0.9%	-14.5%	-0.1%	5.3%	-2.4%
Cc1ccc(S(=O)(=O)Oc2ccc(/C=C(/NC(=O)c3ccccc3)C(=O)NCCC(=O)O)cc2)cc1	-7.9	-0.1%	1.8%	0.0%	23.8%	2.0%	-5.4%	-3.0%	-3.8%	?	-0.5%
c1ccc(-c2cc(-c3ccccc3)n3ncnc3n2)cc1	?	-0.6%	2.8%	-19.9%	-19.8%	-8.7%	0.3%	4.1%[10 µM]	1.4%	-20.0%	-0.9%
O=C1c2cccc3cc(Br)cc(c23)C(=O)N1Nc1ccccc1	-1.9	-1.1%	-4.3%	9.9%	-19.1%	4.5%	6.6%	-18.6%	2.4%	-11.7%	-0.6%
CCCNC(=O)Cn1cnc2sc(C(=O)N3CCCC(C(=O)OCC)C3)c(C)c2c1=O (centres undefined)	1.4	1.3%	2.5%	-12.7%	0.8%	-2.0%	3.9%	-0.3%	-2.9%	?	?
O=C(Nc1ccc(NC(=S)NC(=O)c2ccco2)cc1)c1ccccc1	1.9	-2.8%	14.6%	161.4%	?	13.1%	1.1%	-10.6%	-0.6%	?	-0.7%
CN(C)CCN(Cc1cc2cc3c(cc2[nH]c1=O)OCCO3)C(=S)NCC1CCCO1 (centres undefined)	1.6	-5.8%	0.2%	-24.6%	0.9%	-7.6%	2.3%	2.5%	-4.0%	4.0%	12.1%
O=C(O)C1Cc2[nH]cnc2C(c2ccc(F)cc2)N1 (centres undefined)	-2.0	0.1%	0.3%	-0.9%	-22.9%	14.6%	-7.5%	-9.8%	-11.8%	9.7%	1.3%

# Assay outcomes from PubChem.
